Bioassay records deposited in PubChem by several laboratories.
NCOA3 inh: inhibitors of human steroid receptor coactivator 3 (SRC3); Q9Y6Q9; HEK293 GAL4-SRC3 luciferase reporter, luminescence; inhibition, % at 3.6 µM; 360,000 compounds, 0.17% hits;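 active means inhibition above a per-campaign cutoff, the mean of all compounds plus 3 SD, cut at about 60% in these data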;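 further: 0% = DMSO-treated cells and 100% = gossypol-treated cells at 36 µM; higher means less SRC3-driven luciferase light from the GAL4 reporter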
NR2F2 inh: NR2F2 (human) inhibition, primary screen; P24468; HEK293T NGFI-A luciferase reporter, luminescence; inhibition, % at 8.6 µM; 370,000 compounds, 0.7% hits; AID 686940;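 active means inhibition above a per-plate cutoff, mean inhibition of test wells between control levels plus 3 SD, cut at about 38% in these data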;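 further: cells cotransfected with COUP-TFII expression vector driving the NGFI-A reporter; 0% = median of COUP-TF2 test wells and 100% = reporter-only cells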
Target sequence (P24468 whole entry, looked up): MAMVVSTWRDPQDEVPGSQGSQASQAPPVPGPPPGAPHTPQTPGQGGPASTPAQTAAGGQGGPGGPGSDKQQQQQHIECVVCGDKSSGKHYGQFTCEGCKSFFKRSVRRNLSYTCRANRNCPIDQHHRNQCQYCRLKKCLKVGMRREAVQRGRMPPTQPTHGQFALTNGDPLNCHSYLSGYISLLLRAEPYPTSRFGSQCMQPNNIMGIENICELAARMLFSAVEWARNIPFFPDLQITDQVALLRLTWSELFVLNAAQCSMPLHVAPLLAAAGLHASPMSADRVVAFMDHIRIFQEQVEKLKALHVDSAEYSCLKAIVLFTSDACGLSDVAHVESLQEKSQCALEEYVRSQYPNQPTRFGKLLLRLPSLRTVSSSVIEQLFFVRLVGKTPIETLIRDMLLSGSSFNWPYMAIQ
NR5A2 inv ag: suppresses constitutive activity of human LRH-1; O00482; HEK293T StAR-luciferase reporter, LRH-1 transfected, 24 h; inhibition, % at 3.6 µM; 360,000 compounds, 0.13% hits;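 active means inhibition above the mean inhibition of all tested compounds plus 3 SD, cut at about 73% in these data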;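 further: 0% = DMSO wells and 100% = reporter-only cells lacking LRH-1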
Target sequence (O00482 whole entry, looked up): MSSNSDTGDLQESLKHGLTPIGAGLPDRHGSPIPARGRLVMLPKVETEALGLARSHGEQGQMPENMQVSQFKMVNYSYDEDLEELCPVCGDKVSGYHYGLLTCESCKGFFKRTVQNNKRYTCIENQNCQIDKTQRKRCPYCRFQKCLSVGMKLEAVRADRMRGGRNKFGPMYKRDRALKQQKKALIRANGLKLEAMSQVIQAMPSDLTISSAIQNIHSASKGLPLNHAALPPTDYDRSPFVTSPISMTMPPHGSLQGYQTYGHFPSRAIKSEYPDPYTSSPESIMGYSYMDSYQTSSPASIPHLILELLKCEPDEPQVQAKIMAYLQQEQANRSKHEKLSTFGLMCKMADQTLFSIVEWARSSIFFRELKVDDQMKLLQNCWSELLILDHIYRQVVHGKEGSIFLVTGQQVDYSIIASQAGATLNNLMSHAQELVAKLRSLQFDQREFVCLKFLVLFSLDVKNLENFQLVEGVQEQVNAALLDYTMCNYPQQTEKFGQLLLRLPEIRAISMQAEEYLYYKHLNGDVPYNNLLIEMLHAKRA
C8 TRAIL sens: caspase-8 TRAIL sensitization; NB7+C8 cells + TRAIL, ATPlite viability luminescence; inhibition (viability loss, TRAIL sensitization), % at 10 µM; 360,000 compounds, 1% hits;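 active means compounds causing at least 50% loss of cell viability in the single-dose screen, relative to plate controls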
TROY NFkB inh: blocks TROY-dependent signaling in reporter cells | Q293 LMP1-TROYcd NF-kB luciferase reporter, 4 h | inhibition, % at 10 µM | 360,000 compounds, 0.98% hits;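 active means compounds whose plate-normalised and pattern-corrected inhibition of the luciferase reporter signal at the single screening dose is 50% or more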
NOD2 RIPK2 PPI: blocks binding of human NOD2 to RIPK2 | inhibition, % at 4.98 µM | O43353 | 360,000 compounds, 0.38% hits | AID 624267 | CHO BLA complementation NOD2-RIPK2, CCF4 ratio; in the data active means inhibition above about 21%;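 further: 0% = vehicle only and 100% = reference blocker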
NCOA2 inhibitor: human SRC2 (NCOA2) inhibition; inhibition, % at 9 µM; Q15596; 370,000 compounds, 0.17% hits; HEK293 GAL4-SRC2 luciferase reporter, luminescence;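 active means inhibition above the mean inhibition of all tested compounds plus 3 SD, set per campaign, cut at about 52% in these data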;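 further: 0% = DMSO treated cells and 100% = cells given Gossypol at 36 µM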
SRC1 inh: human NCOA1 inhibition; inhibition, % at 3.6 µM; HEK293 GAL4-SRC1 luciferase reporter, luminescence; 360,000 compounds, 0.12% hits; AID 588354; Q15788;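 active means inhibition above the campaign mean plus 3 SD, with each screening campaign given its own cutoff, cut at about 60% in these data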;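 further: 0% = DMSO treated cells and 100% = gossypol at 36 µM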
TLR9-MyD88 block: blocks human TLR9 binding to MyD88 | Q9NR96+Q99836 | CHO BLA complementation TLR9-MyD88, CCF4 FRET ratio | inhibition, % at 4.98 µM | 340,000 compounds, 0.21% hits;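 active means inhibition above the mean over all tested compounds plus 3 SD, cut at about 21% in these data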;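 further: 0% = DMSO only wells and 100% = clavulanate BLA inhibitor control wells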
TWEAK-Fn14 inh: blocks TWEAK-Fn14 interaction in a reporter cell assay. 360,000 compounds, 2% hits. inhibition, % at 10 µM. TWEAK-stimulated Fn14 reporter cells, luciferase luminescence, 8 h. AID 1159606; in the data active means inhibition above about 50%
EBV LMP1 NFkB: reduces LMP1-driven NF-kappaB luciferase signal | LMP1-induced NF-kappaB luciferase reporter cells, luminescence | inhibition, % at 12.5 µM | 350,000 compounds, 0.69% hits | AID 504558; in the data active means inhibition above about 41%;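 further: 0% = neutral control wells and 100% = reference inhibitor control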
Starred values were filed as active, the others as inactive; / = not tested or not shown. Some of the compounds tested, so the mix of outcomes need not match the whole.

SMILES	NCOA3 inh	NR2F2 inh	NR5A2 inv ag	C8 TRAIL sens	TROY NFkB inh	NOD2 RIPK2 PPI	NCOA2 inhibitor	SRC1 inh	TLR9-MyD88 block	TWEAK-Fn14 inh	EBV LMP1 NFkB
CCOC(=O)Cc1cc(OC)c(OC)cc1Cc1cc(OC)c(OC)cc1CC(=O)OCC	12	6	9	30	9	-7	-3	6	0	80*	-2
CCOCCCN(C(=O)c1snc(C(N)=O)c1N)C(C(=O)NC1CCCC1)c1ccc(O)cc1 (configuration not stated)	9	1	-19	2	1	-3	-26	11	-5	-11	-1
CCCCCNC(=O)C(c1cc2ccccc2o1)n1c(=O)c(-c2cc3ccccc3[nH]2)nc2ccccc21 (configuration not stated)	/	6	-12	-6	/	48*	-12	/	/	/	/
Cc1ccc(NC(=O)C2CC(=O)N(C(C)C)C2)cc1Cl (configuration not stated)	7	10	4	-1	0	-8	6	7	0	16	-3
O=C(Nc1ccc(C(=O)N2CCOCC2)cc1)c1ccccc1Cl	-5	7	0	11	3	-17	-13	-5	6	-5	-8
COc1ccccc1-c1nc(C#N)c(N2CCC(Cc3ccccc3)CC2)o1	-3	-2	3	-13	/	0	-12	3	0	2	-1
Nc1nc(NC(=O)CCCC(=O)O)nn1-c1ccccc1	-13	5	-4	9	10	2	12	-22	-18	-4	1
CCN(CC)c1ccc(NC(=O)c2ccccc2)cc1S(=O)(=O)Nc1ccccc1OC	14	-4	5	7	12	-3	3	14	5	29	6
Cc1ccccc1OCC(=O)NNC(=O)c1cc(S(=O)(=O)N(C)C)ccc1N1CCCC1	-17	-3	4	17	3	-1	4	6	4	-10	1
COc1cccc(C(NC(=O)C2CCN(CCCOc3ccccc3)CC2)c2ccccn2)c1 (configuration not stated)	-7	-7	-2	6	-10	8	-21	6	/	-3	/
CN(CC(=O)Nc1cccnc1Cl)S(=O)(=O)c1ccc(Cl)cc1	0	12	18	9	-1	7	-34	-3	7	-20	0
CC1CC(=O)N(CC(=O)Nc2ccc(Br)cc2)c2ccccc2S1(=O)=O (configuration not stated)	4	2	9	-2	-26	3	8	-27	-3	-4	0
COc1cc(OC)cc(/C(N)=N/O)c1	22	-11	13	4	-6	0	-30	-14	5	7	-3
CCOc1ccc(NC(=O)Cn2c(=O)oc3ccccc32)cc1	-5	5	6	6	-8	-16	-6	9	-6	-24	0
COc1cccc(C(C)NC(=O)c2ccncc2)c1 (configuration not stated)	14	3	4	6	3	0	-10	7	5	-1	-168
Cc1cc(C)nc(NC2=NCC(=O)N2c2cc(Cl)cc(Cl)c2)n1	-1	-13	16	-10	-24	1	21	-3	-1	-18	-1
COc1ccc(N2CC(O)=C(c3nc(C)cs3)C2=N)cc1	2	-6	-5	11	2	3	3	-4	2	-5	9
COc1cc(CC2COC(c3ccc(O)c(OC)c3)C2COC(C)=O)ccc1O (configuration not stated)	-1	1	-8	3	-9	5	5	9	-15	10	7
CC(Sc1nnc(-c2ccco2)n1N)C(=O)NCC1CCCO1 (configuration not stated)	13	-11	5	-6	-9	-8	-2	1	-3	11	6
COc1ccc(NC(=O)/C(C#N)=C\c2cc(C)n(-c3ccc(Oc4ccc([N+](=O)[O-])cn4)cc3)c2C)cc1	2	-2	11	10	9	-9	9	-7	-1	13	15
Cc1cc(C)cc(NC(=O)C(=O)NCCCN2CCCC2=O)c1	-66	-9	-38	-3	-26	-4	-53	-51	-4	-17	-16
CCCNCCC(c1ccco1)c1ccccc1OC (configuration not stated)	5	0	6	4	-9	-6	3	-3	-4	12	-14
CCc1ccc(C(=O)NCc2cccs2)s1	-60	-13	-68	22	-17	-5	-44	-34	-5	-29	-16
COC(=O)c1ccc(CSc2nc(N)cc(N)n2)cc1	-16	-14	-11	4	-24	-9	-20	-7	4	5	-3
COc1ccc(/C=C/c2nc(-c3ccccc3O)n[nH]2)cc1OC	-56	-53	-118	1	6	0	-28	-77	-14	4	1
CCc1cccc(NC(=O)c2cc(S(=O)(=O)N3CCCCC3)ccc2N2CCOCC2)c1	7	-10	-13	-5	7	6	-2	-12	6	-24	-2
CN(C)c1c(F)cc(C(=O)NC(=O)NCc2cccnc2)cc1F	-21	13	3	5	-43	2	-12	-7	5	5	-8
Fc1ccc(-n2nnc(-c3nccs3)n2)cc1	-108	-45	-140	26	-14	-3	-60	-91	-1	37	-16
COc1ccccc1NC(=O)CSc1nnc(C2CCCCC2)n1N	-22	5	9	-9	7	4	4	4	6	-7	-5
COC(=O)c1ccc(NC(=O)C(OC)c2ccccc2)cc1 (configuration not stated)	27	-21	-2	4	-27	-9	-34	-33	-7	-20	-3

Full records, looked up by structure. Order of screens: NCOA3 inh | NR2F2 inh | NR5A2 inv ag | C8 TRAIL sens | TROY NFkB inh | NOD2 RIPK2 PPI | NCOA2 inhibitor | SRC1 inh | TLR9-MyD88 block | TWEAK-Fn14 inh | EBV LMP1 NFkB
COC(=O)c1ccc(NC(=O)C(OC)c2ccccc2)cc1 (configuration not stated) across the screens: 27 | -21 | -2 | 4 | -27 | -9 | -34 | -33 | -7 | -20 | -3
CN(C)c1c(F)cc(C(=O)NC(=O)NCc2cccnc2)cc1F across the screens: -21 | 13 | 3 | 5 | -43 | 2 | -12 | -7 | 5 | 5 | -8

New compounds follow
SMILES	NCOA3 inh	NR2F2 inh	NR5A2 inv ag	C8 TRAIL sens	TROY NFkB inh	NOD2 RIPK2 PPI	NCOA2 inhibitor	SRC1 inh	TLR9-MyD88 block	TWEAK-Fn14 inh	EBV LMP1 NFkB
Cn1c(SCC(=O)Nc2cccnc2Cl)nc2ccccc21	-29	2	-10	-26	-33	-9	-38	3	-5	-45	1
Cc1ccc(C(=O)N/C(=C/c2ccc(Cl)cc2)C(=O)N2CCOCC2)cc1	6	-7	11	2	-4	-9	10	10	-4	7	-9
Cc1ncc([N+](=O)[O-])n1CCOC(=O)c1ccccc1	0	10	-20	2	-3	0	-5	-8	-6	-1	-4
Cc1cc(Cl)c2ccccc2n1	-5	-3	16	-11	2	3	-5	-8	6	-7	2
CC(C)(C)c1ccc(C(=O)N2CCC(=O)N(C(CO)Cc3ccccc3)CC2)cc1 (configuration not stated)	-29	-21	-33	-5	-32	0	-28	0	-2	7	78*
Cc1ccc(C(=O)C(C)OC(=O)c2cc(=O)[nH]c3ccccc23)cc1 (configuration not stated)	-15	-7	-17	5	-8	10	7	2	-6	-9	5
Cc1ccc(N2C(=O)CC(NNC(=O)c3cccc(S(=O)(=O)N4CCCC4)c3)C2=O)cc1 (configuration not stated)	27	5	7	14	1	-1	12	-12	2	2	4
O=C1N(Nc2ccccc2)C(c2ccc(Br)cc2)C12CCCC2 (configuration not stated)	-3	-4	-17	-6	8	-18	5	11	-11	13	1
Cc1ccc(C2C(C(=O)c3cccs3)=C(O)C(=O)N2c2ccc(S(N)(=O)=O)cc2)cc1 (configuration not stated)	6	-9	-10	-5	-38	4	-21	-32	-12	-20	-3
O=C(OCC(=O)N1CCN(C(=O)c2ccco2)CC1)c1ccccc1C(=O)c1ccc(Cl)cc1	20	16	7	-1	-8	-9	-12	-4	5	6	5
COc1ccc(C2=Nn3c(nnc3-c3cccnc3)SC2)cc1OC	-11	-2	-21	-2	-9	-19	-5	-9	-6	-21	6
Cc1ccc(NC(=O)CS(=O)CC(=O)NCC2OCCc3ccccc32)c(C)c1 (configuration not stated)	2	12	-6	-3	16	3	-1	4	5	29	3
Cc1ccc(C(=O)C(OC(=O)c2cnccn2)c2ccccc2)cc1C (configuration not stated)	-4	-1	1	-11	-4	6	-9	-55	-6	1	-3
CCSc1nc(COC(=O)NC)c(COC(=O)NC)n1C	0	-4	18	-7	20	1	16	-10	10	-7	4
COc1ccc(Cl)cc1NC(=O)CCc1nc(-c2ccccc2F)no1	10	5	2	-5	2	-1	-28	-4	-5	8	-8
Cc1ccc(C)c(S(=O)(=O)N2CCN(C(=O)[C@@H](NC(=O)c3ccc(F)cc3)C(C)C)CC2)c1	12	9	-31	-7	3	-10	18	-43	1	-13	5
CN(C)CCNC(=O)CCn1nc(-c2ccc(Cl)cc2)ccc1=O	-8	-14	-21	-4	-11	-1	-22	-16	1	0	-3
C=CCn1c(=O)c2ccccc2n2nnc(C(=O)OCC)c12	3	-1	-9	-15	-14	5	13	-3	/	-14	/
COc1ccc(-c2[nH]ncc2-c2csc(C)n2)c(O)c1	-16	-5	0	-2	4	-3	-28	1	-4	21	2
COC(=O)C[C@@H]1C[C@@H]2c3cc(NS(=O)(=O)c4ccc(F)cc4)ccc3O[C@@H]2[C@H](CO)O1	6	-4	19	-1	4	2	17	2	-6	3	-3
CCOc1ccc(C2/C(=C(\O)c3ccc4c(c3)OCCO4)C(=O)C(=O)N2CCCN2CCOCC2)cc1OC (configuration not stated)	-4	-14	5	0	-9	13	-4	3	1	-4	-7
Cc1cc(C)cc(N(C(=O)CNC(=O)c2ccco2)C(C(=O)NC2CCCC2)c2cccnc2)c1 (configuration not stated)	3	-5	3	10	-11	-1	1	-3	-5	7	-5
COc1c(/C=N/NC(=O)c2ccccc2O)c(CCN(C)C(C)=O)cc2c1OCO2	11	-21	-17	-1	-33	-3	-53	-14	-15	-16	-3
O=C(NCCc1csc(-c2ccc(C(F)(F)F)cc2)n1)c1cccs1	-31	8	-17	-5	19	2	-3	-5	4	4	-7
CCCCn1c(=O)c(C(=O)c2ccccc2)nc2ccccc21	10	14	-25	-5	-3	1	8	-5	7	17	-5
CN(C)c1ccc(-c2csc(C(C)(O)c3cccc(F)c3)n2)cc1 (configuration not stated)	-42	24	-12	9	-11	-2	-34	-39	/	-29	/
Cc1cc(Cl)nc(SCC(=O)c2ccccc2)n1	10	-17	-2	-6	-27	-3	7	3	7	-9	11
Cc1nnc(N2CCC(C(=O)N3CCCCCC3)CC2)c2nn(-c3ccc(Cl)cc3)c(C)c12	5	12	3	24	-1	-6	-3	0	1	-16	2
COc1ccc(C2=CC(c3c(C)nn(-c4ccccc4)c3Cl)n3nnnc3N2)cc1OC (configuration not stated)	-37	2	10	7	18	9	1	-9	3	13	-12
CCOc1cccc(C2CC(=O)Nc3cc(OC)c(OC)cc32)c1 (configuration not stated)	5	6	-2	10	23	5	8	2	-3	-8	5
CSc1ccc(/C=C/C(=O)OCC(=O)N(C)CCC#N)cc1	-9	4	13	0	-1	-2	11	2	-5	-6	-3
COc1cc(-c2cc(C(=O)Nc3cccc(C(C)=O)c3)c3ccccc3n2)cc(OC)c1OC	18	4	34	7	9	-4	11	-10	-6	60*	11
CC(C)C(=O)COc1c2occc2cc2ccc(=O)oc12	-1	-23	-24	-11	-10	1	-4	1	-25	-32	5
CCN(CC)S(=O)(=O)c1cccc(C(=O)N/N=C/c2ccccn2)c1	21	2	-20	4	-45	-8	-11	-23	12	-10	19
Cc1cc(C(=O)Nc2c(C)n(C)n(-c3ccccc3)c2=O)cs1	7	-9	0	-4	-7	6	-21	-11	-3	0	5
Cc1sc2ncnc(Sc3ccccc3C(=O)Nc3ccc(Br)cc3)c2c1C	3	-10	-38	-2	-27	1	12	-15	-4	7	-1
CCN(CC)S(=O)(=O)c1ccc2c(c1)c(=O)c(C(=O)NCCCN(C)c1ccccc1)cn2C	3	13	8	-13	2	3	12	-12	0	-3	-1
CCOCC(=O)Nc1sc2c(c1C(=O)OCC)CCCC2	12	11	3	-15	5	-3	-12	10	-9	1	9
